NPR1 activator – GC-A (human) enzyme activation; P16066; HEK293 GC-A cells, cGMP TR-FRET, EC30 ANP; 0% at EC30 ANP, 100% saturating ANP; activation, % at 10 µM; actives 0.14% (n = 370,000); AID 1671463; in the data active = activation above about 40%
ssDAF12 agonist – activates DAF-12 receptor from parasite S. stercoralis; HEK293 ssDAF-12/GRIP1 lit1-tk-luc reporter, luminescence; % of 3 µM dafachronic acid response; actives 1% (n = 370,000); activation, % at 6.8 µM;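 active = activation above the mean over all tested compounds plus 3 SD, cut at about 0.9% in these data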;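 also: 0% = DMSO-only wells and 100% = 3 µM delta7-dafachronic acid wells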
hcDAF12 agonist – activates DAF-12 receptor from parasite H. contortus; activation, % at 6.8 µM; HEK293 hcDAF-12 lit1-tk-luc reporter, luminescence; 0% DMSO, 100% Δ7-dafachronic acid; AID 652067; actives 1.4% (n = 370,000);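 active = activation above the mean of all tested compounds plus 3 SD, cut at about 5.5% in these data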;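 also: 100% = response to 3 µM Δ7-dafachronic acid high control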
HGIII-sPLA2 inh – Inhibits HGIII-sPLA2 liposome hydrolysis, primary screen; Q9NZ20; QFRET BODIPY PC-A2 liposome hydrolysis, fluorescence; AID 743126; inhibition, % at 12.2 µM; actives 0.56% (n = 370,000);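 active = inhibition above mean plus 3 SD of compounds lying within the high and low control bounds, cut at about 19% in these data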;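 also: 0% = median of test compound wells and 100% = no enzyme DMSO wells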
Target sequence (Q9NZ20 whole entry, looked up): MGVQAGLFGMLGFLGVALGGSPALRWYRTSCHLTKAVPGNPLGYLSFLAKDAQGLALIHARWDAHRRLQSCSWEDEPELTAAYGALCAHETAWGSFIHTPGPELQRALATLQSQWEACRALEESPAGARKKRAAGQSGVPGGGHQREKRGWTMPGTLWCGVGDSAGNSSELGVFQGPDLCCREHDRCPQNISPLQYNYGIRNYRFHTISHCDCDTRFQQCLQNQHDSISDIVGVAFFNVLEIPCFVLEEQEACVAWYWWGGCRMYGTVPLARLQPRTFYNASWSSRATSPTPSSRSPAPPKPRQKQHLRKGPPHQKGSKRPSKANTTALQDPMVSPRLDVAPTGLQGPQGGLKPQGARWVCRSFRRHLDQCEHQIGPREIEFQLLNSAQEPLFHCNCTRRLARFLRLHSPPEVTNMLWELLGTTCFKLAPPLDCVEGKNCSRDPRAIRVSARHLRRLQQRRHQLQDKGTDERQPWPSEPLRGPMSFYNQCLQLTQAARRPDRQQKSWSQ
SMARCA2 activ – increases SMARCA2 function in MMTV reporter cells; MG213 cells, MMTV-luciferase reporter, dexamethasone, overnight; activation, % at 9.1 µM; actives 1% (n = 370,000); AID 652017; in the data active = activation above about 7.8%;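 also: 0% = vehicle wells and 100% = reference activator wells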
GAA850 FXN act – increases GAA850 frataxin promoter reporter activity; HEK293 lucGAA850 FXN promoter luciferase reporter, 24 h; percent of 10 µM SAHA response; activation, % at 6 µM; actives 0.56% (n = 360,000);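 active = activation above the average of all compounds screened plus 3 SD, cutoff fixed separately per campaign, cut at about 7.5% in these data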;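 also: 0% = DMSO wells and 100% = 10 µM SAHA wells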
DAX1 inh-1 – inhibitors of DAX1 repression of SF-1 activated StAR promoter. actives 1.1% (n = 370,000). inhibition, % at 6.8 µM. HEK293T StAR-luciferase reporter, SF-1/DAX-1 repression relief. AID 652010;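 active = inhibition above the mean over all tested compounds plus 3 SD, cut at about 3.6% in these data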;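 also: 0% = DAX-1 cells with DMSO and 100% = cells lacking DAX-1 with DMSO; higher inhibition means more luminescence from relief of DAX-1 repression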
DAX1 inh-2 – inhibitors of human orphan nuclear receptor DAX1 (NR0B1); P51843; HEK293 Gal4-DAX1 luciferase reporter, luminescence; inhibition, % at 6.75 µM; actives 0.99% (n = 340,000); AID 504766;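 active = inhibition above the mean over all tested compounds plus 3 SD, cut at about 4.2% in these data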;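 also: 0% = DAX1-transfected cells with DMSO and 100% = empty-vector control cells with DMSO; inhibition shows as a rise in luminescence from relieved DAX1 repression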
Target sequence (P51843 207-470 limits assumed): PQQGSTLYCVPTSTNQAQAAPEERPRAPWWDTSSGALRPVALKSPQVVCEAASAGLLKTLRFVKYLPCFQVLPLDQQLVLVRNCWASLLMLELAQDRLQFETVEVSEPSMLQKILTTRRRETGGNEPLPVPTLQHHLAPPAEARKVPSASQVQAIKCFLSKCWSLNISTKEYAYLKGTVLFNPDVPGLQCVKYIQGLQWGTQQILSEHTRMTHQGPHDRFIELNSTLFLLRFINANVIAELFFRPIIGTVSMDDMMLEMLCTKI
hgDAF-12 ag – hgDAF-12 agonism, primary luciferase screen | activation, % at 6.8 µM | actives 1.8% (n = 370,000) | HEK293 GAL4-hgDAF12 UAS-luciferase reporter, agonist luminescence; normalized to butyrate control;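 active = activation above a cutoff set at the mean of all screened compounds plus 3 SD, cut at about 10% in these data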;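 also: 0% = DMSO wells and 100% = sodium butyrate wells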
proKLK7 act – activates the human kallikrein-7 zymogen. P49862. purified proKLK7, EDANS-DABCYL substrate fluorescence; 100% is mature enzyme control, 0% vehicle. activation, % at 7 µM. actives 0.9% (n = 370,000). AID 652039;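 active = activation above the mean of all tested compounds plus 3 SD, computed per campaign excluding outliers beyond control limits, cut at about 13% in these data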
Target sequence (P49862 whole entry, looked up): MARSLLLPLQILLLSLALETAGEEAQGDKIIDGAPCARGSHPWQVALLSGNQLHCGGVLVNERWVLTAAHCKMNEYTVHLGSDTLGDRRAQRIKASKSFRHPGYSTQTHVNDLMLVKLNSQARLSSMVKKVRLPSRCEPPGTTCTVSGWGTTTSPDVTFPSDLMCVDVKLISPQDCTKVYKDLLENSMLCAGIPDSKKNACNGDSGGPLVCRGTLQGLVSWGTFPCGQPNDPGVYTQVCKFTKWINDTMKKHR
GC-B act – GC-B (human) receptor activation | HEK293-GC-B cells, CNP EC30, cGMP TR-FRET; 0% at EC30 CNP, 100% saturating CNP | P20594 | activation, % at 10 µM | AID 1920062 | actives 0.11% (n = 370,000);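 active = activation at 10 µM reaching about 35% in either raw or pattern-adjusted values, limit read from the data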
Starred values were filed as active, the others as inactive; · = not tested or not shown.

SMILES	NPR1 activator	ssDAF12 agonist	hcDAF12 agonist	HGIII-sPLA2 inh	SMARCA2 activ	GAA850 FXN act	DAX1 inh-1	DAX1 inh-2	hgDAF-12 ag	proKLK7 act	GC-B act
CC(=O)Nc1ccc(NC(=O)CSc2nc(N)c(NC(=O)c3ccccc3F)c(=O)[nH]2)cc1	2	-0.4	-0.8	1	1	1.4	-0.3	-0.2	-1.0	-0.1	4
Cc1ccc(C(=O)Nc2nc3ccc(Cl)cc3s2)o1	8	-0.1	1.6	-8	12*	2.7	2.7	1.9	9.6	0.0	-12
COc1ccc(C2CC(c3cccs3)=NN2S(C)(=O)=O)cc1 (stereo not given)	-1	-1.6	1.7	-1	3	2.8	1.4	2.0	3.4	0.5	4
COc1ccc(C)cc1N1CC(C(=O)Nc2ccccc2C(=O)NC2CC2)CC1=O (stereo not given)	-1	-1.5	-0.6	1	-3	-0.8	1.8	1.1	-3.2	0.2	1
COCC1CCCN(Cc2nc(C(c3ccccc3)c3ccccc3)no2)C1 (stereo not given)	-2	0.1	-0.4	-5	1	-0.7	-0.7	0.7	3.5	0.7	2
CCNS(=O)(=O)c1ccc(NC(=O)c2cccnc2)cc1	0	-1.9	-2.3	-3	-2	3.0	-0.7	2.4	0.3	0.4	-3
O=S(=O)(c1cccc(S(=O)(=O)N2CCC(n3nnc4ccccc43)CC2)c1)N1CCCCC1	3	-1.2	-1.6	-9	3	0.6	-0.5	-0.1	-2.5	0.9	-3
CC(=O)NCC(=O)NC(Cc1ccccc1)C(N)=O (stereo not given)	-4	-0.8	-0.9	-2	2	-0.7	0.2	0.3	0.1	0.9	5
Oc1ccccc1C1=NN(c2ccccc2)C(c2ccc(F)cc2)C1 (stereo not given)	-5	-1.1	-0.8	4	0	1.0	-0.1	-0.2	0.0	-0.5	-5
Nc1nc(COC(=O)c2ccc3c(c2)OCCO3)nc(Nc2ccccc2)n1	2	-0.5	-1.2	-10	4	1.4	1.4	-0.7	-0.4	-0.2	1
COc1ccccc1C(=O)Nc1ccc2c(c1)nc(CCNC(C)=O)n2C	-2	-0.2	-0.2	-4	7	3.1	1.0	1.2	7.4	-0.1	1
CCCc1c(-c2ccccc2Br)ncn1Cc1ccccc1OC	-10	-1.8	-0.5	-4	-6	·	-3.1	·	-1.8	1.5	-3
CC(=O)c1cn(-c2ccc([N+](=O)[O-])cc2)c(=O)n(C)c1=O	-5	-0.7	-2.2	-4	0	1.2	1.7	3.2	0.3	-0.5	3
CCc1cccc(CN2CCC(CNC(=O)Nc3ccc(Cl)cc3)CC2)c1	0	-1.1	-0.4	-8	3	0.5	0.2	1.3	2.9	0.6	2
CCOCC(=O)Nc1cccc(Br)c1	-4	-0.7	-2.2	-4	1	-1.9	-0.6	0.8	2.1	-0.1	-2
CN1C(=O)CC(N2CCN(CCN=CC3=C(O)CC(C)(C)CC3=O)CC2)C1=O (stereo not given)	-1	-1.1	2.8	7	0	1.6	-0.9	-0.3	-0.5	-0.5	0
COc1ccccc1NC(=O)Nc1cc(C(C)C)ccc1C	-4	-0.9	-1.4	-2	0	1.5	0.5	0.1	-1.5	-0.1	-6
COc1cc(OC)cc(C(=O)Nc2ccc(C(=O)Nc3ccccc3OC)cc2)c1	-2	-1.7	-2.8	-8	-2	0.7	-2.2	0.6	0.1	-37	3
COCCCNC(=O)c1cc(C)nc2ccc(F)cc12	1	-0.8	-0.1	0	-3	-3.2	-0.4	0.5	2.0	-0.2	0
O=C(N1CCOCC1)N1CCN(S(=O)(=O)c2cccc([N+](=O)[O-])c2)CC1	3	-0.2	-2.2	1	-3	1.0	0.0	0.1	0.6	1.0	2
CC1CCC(NC(=O)CN(C)CC(=O)Nc2ccc(F)cc2)CC1 (stereo not given)	0	-0.7	2.1	-5	-1	-1.6	0.2	0.1	0.1	-0.2	0
COc1ccc(C(=O)OC(C)CN2CCN(C)CC2)cc1 (stereo not given)	-2	-1.3	-0.8	0	0	3.9	0.2	0.1	2.4	0.2	0
CC(=O)OC1c2ccccc2C(=O)N1Cc1ccccc1Cl (stereo not given)	4	-1.1	-1.9	-5	-1	1.5	-0.6	0.1	0.1	0.6	5
CC(C)c1ccc(NC(=O)CSc2n[nH]c(=O)n2Cc2ccco2)cc1	-1	-0.9	-2.1	-6	-1	0.3	-1.3	·	-2.6	-0.3	2
COC(=O)c1cccc(COC(=O)c2cccnc2SC)c1	-1	-0.9	-0.3	-6	3	5.7	0.8	1.3	6.3	-0.5	-2
Carrying on.
SMILES	NPR1 activator	ssDAF12 agonist	hcDAF12 agonist	HGIII-sPLA2 inh	SMARCA2 activ	GAA850 FXN act	DAX1 inh-1	DAX1 inh-2	hgDAF-12 ag	proKLK7 act	GC-B act
CCOC(=O)c1cnc2c(ccc3ccccc32)c1N	4	-0.7	5.3	-1	4	5.5	1.1	0.3	7.6	0.1	-7
C=CCN(C(=O)C1CSC2(C)CCC(=O)N12)c1nc(-c2ccccc2)cs1 (stereo not given)	0	-1.6	-0.6	4	-2	0.2	2.0	-1.4	0.4	0.9	-1
Cc1c(C)c2ccc(OCC(=O)Nc3ccccc3C(N)=O)cc2oc1=O	-2	-0.8	1.4	3	3	0.3	1.0	-0.1	8.3	0.7	-9
COc1ccc(OC)c(S(=O)(=O)N2CCN(c3c(C)cccc3C)CC2)c1	-2	-0.4	1.4	-6	-2	2.1	0.5	0.2	-2.2	0.5	5
O=C(OC(C(=O)Nc1ccc([N+](=O)[O-])cc1Br)c1ccccc1)c1ccccc1 (stereo not given)	-8	-1.2	-1.2	1	3	1.1	-0.9	-1.0	7.0	-0.4	-3
CCc1ccc(/C=c2\s/c(=C\C(=O)C(C)(C)C)[nH]c2=O)cc1	-3	-1.7	-1.5	-2	-1	0.2	-1.8	0.7	-1.0	-1.4	-9
COC(=O)c1ccc(C)c(NC(=O)Cn2c(C)csc2=O)c1	1	-1.3	0.2	-3	-1	1.4	1.2	0.7	0.9	-0.9	2
Cc1ccc(C(=O)Nn2cnnc2)cc1	4	-0.5	-0.1	-1	-1	0.7	-0.2	2.5	0.2	0.8	2
CC(=O)N1CCN(C(=O)c2cccc(S(=O)(=O)NCc3ccccc3)c2)CC1	0	0.1	0.4	13	-3	0.8	0.4	-0.8	1.9	0.0	-2
CC(C)c1nnc(NC(=O)CC(=O)Nc2ccccc2C(=O)O)s1	-5	-1.3	-0.4	-31	2	-0.1	-0.5	-0.9	-1.9	-0.2	2
C=CCN1C(=O)c2ccc(C(=O)N3CCC(C(N)=O)CC3)cc2C1=O	-1	-1.2	-0.8	2	-1	2.0	0.3	2.2	3.8	-0.4	-1
COc1ccc(N2CCN(C(=S)NCc3ccc(C)cc3)CC2)cc1	1	-0.3	1.0	7	0	0.9	-0.3	0.8	-3.2	-0.4	0
CC(NCc1ccc(F)cc1)C(=O)Nc1cc(S(=O)(=O)N2CCCCC2)ccc1Cl (stereo not given)	-1	-2.3	-2.0	-6	-4	-0.8	-1.6	-1.9	-4.0	-0.2	7
COC(=O)C1CN(Cc2ccc(C)cc2)CCS(=O)(=O)N1Cc1cn(Cc2ccc(F)cc2)nn1 (stereo not given)	-1	-1.3	-2.7	-6	-4	·	-1.2	·	1.9	0.1	-1
CCOC(=O)[C@]12CCCC=C1N(Cc1ccccc1)C(=O)[C@H](CC(=O)NCC1CCCCC1)C2	-2	-0.6	-0.1	-10	0	·	-1.4	·	4.2	0.2	6
Cc1nn(CCC(=O)NCc2ccc(N(C)C)cc2)c(=O)c2nn(-c3ccccc3)c(C)c12	-5	-1.8	-3.4	10	-3	-0.5	-1.0	-1.5	-3.1	-0.1	-5
Cc1cccc(OCC2=NS(=O)(=O)c3ccccc3N2)c1	-2	-0.3	1.1	-11	0	3.2	0.8	0.3	5.4	0.0	1
COc1ccc(CC(=O)Nc2ccccc2NC(=O)Cc2ccc(OC)cc2)cc1	1	-1.6	-2.7	-5	-3	-1.9	-0.8	-1.0	0.0	0.2	-6
COc1ccc(OCC(=O)NCCCCCCNC(=O)COc2ccc(OC)cc2)cc1	-3	-0.9	-1.3	3	-1	1.9	-1.1	-0.3	-1.6	0.2	-7
O=C(Nc1ccc2c(c1)OCO2)N1CCN(c2ccccc2Cl)CC1	2	-0.4	1.7	0	1	4.3	0.7	-0.7	5.9	0.5	-4
COc1ccccc1C(C)NC(=O)Cc1ccc(S(=O)(=O)N2CCOCC2)s1 (stereo not given)	1	-1.5	0.1	4	-2	0.6	0.8	2.9	-1.1	0.4	0
COc1ccc(Cl)cc1C(=O)n1cnc2ccccc21	2	0.0	-0.5	-2	-2	4.2	0.0	-0.3	1.7	-0.2	-1
Cn1cc(Br)c(C(=O)Nc2sc3c(c2C(N)=O)CCC3)n1	-2	-0.8	-0.1	-4	8.7*	-2.2	1.0	0.0	1.3	0.7	-10
Cc1ccc(S(=O)(=O)[N-]c2nc3ccccc3nc2-n2cc[n+](Cc3ccccc3)c2)cc1	0	-1.6	0.2	-9	3	-2.1	0.9	0.7	3.2	-2.1	-3
O=C(CN1C(=O)c2ccccc2C1=O)NCC(=O)OCC(=O)c1cccc([N+](=O)[O-])c1	-1	-1.5	-0.8	0	-5	0.2	0.3	0.8	-0.3	0.7	3

Just DAX1 inh-2 and DAX1 inh-1, for some of the entries so far:
Structure	DAX1 inh-2	DAX1 inh-1
COc1ccc(OCC(=O)NCCCCCCNC(=O)COc2ccc(OC)cc2)cc1	-0.3	-1.1
O=C(Nc1ccc2c(c1)OCO2)N1CCN(c2ccccc2Cl)CC1	-0.7	0.7

Additional entries.
SMILES	NPR1 activator	ssDAF12 agonist	hcDAF12 agonist	HGIII-sPLA2 inh	SMARCA2 activ	GAA850 FXN act	DAX1 inh-1	DAX1 inh-2	hgDAF-12 ag	proKLK7 act	GC-B act
O=C(O)c1cccc(S(=O)(=O)Nc2ccccc2N2CCOCC2)c1	0	-1.7	-1.3	-1	-2	-0.6	0.7	1.3	-1.2	-0.7	-1
Cc1cccc(N2CCN(C(=O)c3ccc(CS(=O)(=O)c4ccccc4C)o3)CC2C)c1 (stereo not given)	-5	-1.4	-3.2	-19	-4	-2.0	-1.2	-1.9	-6.4	0.0	4
CCC(=O)N1CCc2cc(S(=O)(=O)NCCCN3CCN(Cc4ccccc4)CC3)ccc21	-3	-1.6	0.0	-14	0	-2.1	-0.4	-0.7	-1.5	0.1	5
Cn1cccc1Cc1nnc(SCC(=O)NC2CCCCC2)n1-c1ccc(F)cc1	-4	-1.0	-0.8	-21	-2	1.7	0.9	1.8	0.4	0.5	-3
CC12CCCCC1N(O)C(=O)C(=O)N2O (stereo not given)	-1	-1.3	-0.5	17	-5	0.0	-0.2	-0.1	0.1	-0.1	0
CC1CCCN(C(=O)CN2C(=O)c3ccccc3C2=O)C1 (stereo not given)	3	0.0	0.7	2	0	2.4	1.2	-0.4	0.4	-0.6	5
O=C(OCC#CCSc1nnc(-c2ccc3ccccc3c2)o1)c1cccs1	1	-1.8	4.7	-20	·	·	·	·	4.7	·	-8
